AmpC no deterg: blocks E. coli AmpC beta-lactamase in detergent-free assay | P00811 | 330,000 tested, 0.52% active | AmpC nitrocefin hydrolysis, absorbance 480 nm, 0.0001% Triton | Potency, µM (top dose mostly 57.1 µM), for inactives: at the top dose activity change, negative = inhibition, usual class: inhibitors;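 further: potency means the concentration at half of the fitted maximal effect; plate controls were no compound for no effect and no enzyme for full effect; nearly all actives have a fitted effect of over 20% in size; some results filed as inactive show a strong effect at the top dose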
Target sequence (P00811 whole entry, looked up): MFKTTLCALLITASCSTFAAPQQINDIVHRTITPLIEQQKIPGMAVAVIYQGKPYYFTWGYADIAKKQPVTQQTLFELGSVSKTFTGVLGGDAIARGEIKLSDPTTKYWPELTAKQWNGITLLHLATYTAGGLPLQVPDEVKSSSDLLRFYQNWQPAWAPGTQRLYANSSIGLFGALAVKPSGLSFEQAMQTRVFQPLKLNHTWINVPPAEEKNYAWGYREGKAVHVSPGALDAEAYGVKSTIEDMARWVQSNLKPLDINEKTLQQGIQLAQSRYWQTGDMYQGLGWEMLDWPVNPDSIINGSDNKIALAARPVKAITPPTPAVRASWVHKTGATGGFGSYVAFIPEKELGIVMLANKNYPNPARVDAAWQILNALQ
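AmpC (5.3 nM in the dispensed reagent) in 20 mM phosphate pH 7.0 with 0.01% (detergent screen) or 0.0001% Triton X-100 was preincubated with compounds for 15 min at room temperature. Nitrocefin was then added from an 800 uM solution, and hydrolysis was followed at 480 nm.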
AmpC detergent: AmpC beta-lactamase inhibition with detergent present. AmpC hydrolysis of nitrocefin, absorbance 480 nm, 0.01% Triton. P00811. Potency, µM (top dose mostly 114 µM), without a hit: at the top dose activity change, negative = inhibition, usual class: inhibitors. 370,000 tested, 0.041% active. AID 485294;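 further: potency means the concentration at half of the fitted maximal effect; 0% = no-compound wells and -100% = no-enzyme wells; nearly all actives have a fitted effect of over 25% in size; some results filed as inactive show a strong effect at the top dose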
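20 mM phosphate pH 7.0 + 0.01% (detergent screen) or 0.0001% Triton X-100; 5.3 nM AmpC reagent; cpd preinc 15 min RT; nitrocefin (800 uM stock) to start; A480 q20 s × 4 min; Activity was normalised to no-enzyme and no-compound control wells.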
Tb PYK inh: blocks Trypanosoma brucei pyruvate kinase; TbPYK enzyme, Kinase-Glo Plus ATP luminescence, 45 min; 410,000 tested, 0.12% active; Potency, µM (highest dose often 76.8 µM), inactives show top-dose activity, negative = inhibition, usual class: inhibitors; Q57TT1; AID 624173; further: potency means the concentration at half of the fitted maximal effect; nearly all actives have a fitted effect of over 50% in size
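Enzyme and substrate buffer are dispensed first and compound is pin-transferred. ADP at 130 uM final then starts the reaction, which runs 45 min at room temperature. Detection reagent is added for 10 min before luminescence is imaged.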
HCMV inh: inhibitors of human cytomegalovirus. activity change, negative = inhibition, % at 57.5 µM. HFF cells, HCMV-luciferase reporter, 72 h; hits give low values. AID 1259415. 410,000 tested, 4.5% active; in the data active means activity change below about -60%; inconclusive means no clear call, values can overlap the other calls; inactive means above about -39%
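Cell-based, HFFs, 1000 cells/well, 16 h 37C; cpds in DMSO + HCMV-luc, MOI 1 PFU/cell; 72 h 37C; OneGlo luminescence after 5 min RT; norm. to buffer vs Salinomycin 10uM.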
HCV inhibitor: inhibitors of hepatitis C virus infection; Huh7.5.1 HCVcc-Cre infection, luciferase reporter, 44 h; 340,000 tested, 3.4% active; Potency, µM (series often up to 41.8 µM), for the others: at the top dose activity change, negative = inhibition, hits mostly inhibitors; further: potency means the concentration at half of the fitted maximal effect
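Cells seeded at 1,000/well and cultured 4 h, then compounds added followed by HCVcc-Cre virus (~0.5 moi). After 44 h further culture, luciferase substrate was added, plates held 15 min at room temperature, and luminescence read for 15 sec.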
AMA1-RON2 inh: disrupts binding of P. falciparum AMA1 to RON2; AlphaScreen AMA1-biotinylated RON2 peptide binding; Potency, µM (series often up to 58.2 µM), without a hit: at the highest dose activity change, negative = inhibition, most hits filed as inhibitors; 360,000 tested, 0.2% active;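 further: potency means the concentration at half of the fitted maximal effect; 0% = vehicle wells and -100% = peptide control; nearly all actives have a fitted effect of over 45% in size; some results filed as inactive show a strong effect at the top dose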
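AMA1 (3D7) with his tag at 25 nM final met compounds first, then biotinylated RON2 peptide at 25 nM; detection used donor plus acceptor beads, 10 µg/mL apiece, read by AlphaScreen after 30 min at room temperature.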
LmPK inhibitor: inhibitors of Leishmania mexicana pyruvate kinase; purified LmPK, Kinase-Glo ATP luminescence, 1 h; Potency, µM (doses to about 57.5 µM), for the others: at the top dose activity change, negative = inhibition, most hits filed as inhibitors; 290,000 tested, 0.37% active; AID 1721; further: potency means the concentration at half of the fitted maximal effect
Target sequence (Q27686 whole entry, looked up): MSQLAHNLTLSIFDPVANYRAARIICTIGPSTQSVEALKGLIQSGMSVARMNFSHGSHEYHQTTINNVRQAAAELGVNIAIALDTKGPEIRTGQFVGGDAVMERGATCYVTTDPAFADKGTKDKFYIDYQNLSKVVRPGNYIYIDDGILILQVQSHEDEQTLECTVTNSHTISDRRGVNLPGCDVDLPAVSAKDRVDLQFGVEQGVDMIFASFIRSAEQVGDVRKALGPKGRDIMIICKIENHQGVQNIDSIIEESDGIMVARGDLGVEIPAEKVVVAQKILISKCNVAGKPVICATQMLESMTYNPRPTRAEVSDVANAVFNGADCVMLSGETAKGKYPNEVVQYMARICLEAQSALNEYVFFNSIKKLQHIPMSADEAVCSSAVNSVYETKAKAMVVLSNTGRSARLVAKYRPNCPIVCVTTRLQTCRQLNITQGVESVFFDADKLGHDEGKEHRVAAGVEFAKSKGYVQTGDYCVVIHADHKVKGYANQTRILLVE
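Purified LmPK (0.1 nM) converted ADP (0.1 mM) to ATP with PEP (0.5 mM) in imidazole buffer pH 7.2 with KCl and MgCl2, 1 h at room temperature. ATP was read by Kinase-Glo luminescence; data normalized to uninhibited and no-enzyme controls.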
* hit, by the source's call; ? = inconclusive; . = not tested or not shown; & = joins results of further samples; ! = a repeat was not active; [ ] = remark or other dose. Unless noted, the call rests on the fitted dose curve; in most records, active means well fitted curve in the direction sought with a large enough effect; inconclusive means small, poorly fitted or top-dose-only effect, or another doubt; inactive means no such curve, though single readings can be large; an effect the other way counts as inactive or inconclusive. Unless noted, on the % scale 0 is the no-effect control and ±100 the full control effect.

SMILES | AmpC no deterg | AmpC detergent | Tb PYK inh | HCMV inh | HCV inhibitor | AMA1-RON2 inh | LmPK inhibitor
Cc1ccc2c(c1)C=CC(C)(C)S2=O (stereo unspecified) | 4% | -1% | 2% | -33 | 3% | 7% | 0%
Cc1ccc(-c2csc3nnc(SCc4csc(C)n4)n23)cc1 | -13% | ? | 0% | -10 | -8% | -2% | -1%
CC(=O)Nc1nc(C)nc(-c2ccccc2OC(C)=O)n1 | -7% | 2% | 1% | 53 | ? | 6% | 1%
CN(C(=O)COC(=O)/C=C/c1ccc(F)cc1)c1c(N)n(Cc2ccccc2)c(=O)[nH]c1=O | -16% | -18% | 12% | -13 | -16% | -1% | .
C=CCSc1nnc(NC(=O)CCN2C(=O)C3CC=CCC3C2=O)s1 (stereo unspecified) | -11% | ? | 3% | ? | 7% | -6% | .
CCO[C@H]1OC(C(=O)NC2CC2)=C[C@@H](c2csc3ccccc23)[C@@H]1CCCO | 145%[activator] | 3% | 1% | 22 | 25% | -1% | 9%
c1ccc(CSc2nnc3ccc(-c4ccncc4)nn23)nc1 | -9% | ? | 1% | -25 | 13% | 14% | 17%
COc1ccccc1NC(=O)CN1CCN(CC(=O)Nc2ccc3c(c2)OCO3)CC1 | 59% | 0% | -16% | -12 | ? | 1% | -8%
CCC(C)C(NC(=O)[C@@H](NC(=O)c1ccccc1F)C(C)C)C(=O)OC (stereo partly specified) | 17% | -4% | 3% | 29 | -15% | 4% | 0%
CC(C)NC(=O)N1CCN(c2ccncc2S(=O)(=O)N2CCOCC2)CC1 | -11% | 7% | -3% | 16 | -4% | 5% | -3%
O=C(NCc1cccnc1)c1cccc(F)c1 | -21% | 11% | 4% | 29 | -9% | 0% | -1%
O=C(Cc1ccc(Cl)cc1)Nc1cc(Cl)ccn1 | . | . | -7% | -36 | ? | 3% | .
Cc1nc(-c2ccc(S(=O)(=O)Oc3ccc(Cl)cc3Cl)s2)cs1 | -47% | -5% | -3% | ? | ? | -11% | -5%
CCCCOc1ccc(C(=O)NNC(=O)C2C3C=CC(C3)C2C(=O)O)cc1 (stereo unspecified) | -46% | -3% | 10% | -60* | -13% | 13% | 0%
N#Cc1c(-c2ccco2)cc(-c2ccccn2)nc1N | -15% | 2% | -17% | 64 | ? | 18% | -2%
COc1ccc(Cl)cc1NC(=S)Nc1cccc(C)c1 | -29% | 1% | 2% | ? | 8% | 1% | 5%
Cc1ccc(OCC(=O)N(C)CC(=O)Nc2ccc(N3CCOCC3)cc2)cc1 | -18% | -6% | -4% | ? | 3% | 11% | .
COc1ccc(-c2cc(C(=O)NCc3ccc(Cl)cc3)no2)cc1OC | -4% | ? | 1% | -13 | -3% | 10% | 2%
O=C(/C=C/c1ccc(-c2ccc(F)cc2)o1)N1CCCC1 | 79%[activator] | 2% | -3% | 48 | -14% | 7% | 0%
O=C(CSc1ncn[nH]1)Nc1cc(S(=O)(=O)N2CCCC2)ccc1Cl | -48% | -13% | -1% | -32 | 8% | 18% | 1%
COc1cccc(/C=N/NC(=O)c2ccc(N(C)S(=O)(=O)c3ccccc3)cc2)c1OC | -8% | 3% | -5% | 5 | ? | 17% | -1%
CC(C)N1CCC(NC(=O)NC2CCCCC2)CC1 | -11% | 5% | 3% | ? | -3% | -6% | 4%
Cc1cc([N+](=O)[O-])ccc1NC(=O)C(C)[n+]1ccccc1 (stereo unspecified) | -13% | 3% | -2% | -11 | -1% | 8% | -11%
Cc1ccc(NC(=O)CN(C)C(=O)c2ccccc2OCc2c(C)noc2C)cc1 | -9% | ? | -1% | 9 | -8%[8.37 µM] | 4% | .
Cc1ccc(CN2CCN(CC3CC4C=CC3C4)CC2)cc1 (stereo unspecified) | -23% | -5% | 5% | -8 | 7% | -2% | -11%

Copied from the entries so far for reference:
SMILES | AmpC no deterg | AmpC detergent | Tb PYK inh | HCMV inh | HCV inhibitor | AMA1-RON2 inh | LmPK inhibitor
O=C(CSc1ncn[nH]1)Nc1cc(S(=O)(=O)N2CCCC2)ccc1Cl | -48% | -13% | -1% | -32 | 8% | 18% | 1%
COc1cccc(/C=N/NC(=O)c2ccc(N(C)S(=O)(=O)c3ccccc3)cc2)c1OC | -8% | 3% | -5% | 5 | ? | 17% | -1%
CC(C)N1CCC(NC(=O)NC2CCCCC2)CC1 | -11% | 5% | 3% | ? | -3% | -6% | 4%
Cc1cc([N+](=O)[O-])ccc1NC(=O)C(C)[n+]1ccccc1 (stereo unspecified) | -13% | 3% | -2% | -11 | -1% | 8% | -11%
Cc1ccc(NC(=O)CN(C)C(=O)c2ccccc2OCc2c(C)noc2C)cc1 | -9% | ? | -1% | 9 | -8%[8.37 µM] | 4% | .
Cc1ccc(CN2CCN(CC3CC4C=CC3C4)CC2)cc1 (stereo unspecified) | -23% | -5% | 5% | -8 | 7% | -2% | -11%

Other compounds follow:
SMILES | AmpC no deterg | AmpC detergent | Tb PYK inh | HCMV inh | HCV inhibitor | AMA1-RON2 inh | LmPK inhibitor
O=C(Nc1nc2c(Cl)cccc2s1)C1CC1 | -33% | -9% | -1% | 29 | 6% | -1% | 5%
Cc1noc(/C=C/Nc2ccc(F)cc2F)c1[N+](=O)[O-] | -28% | 4% | -2% | 39 | -25% | -14% | -7%
O=C1CC(c2cccs2)CC2=C1C(c1ccccc1)n1ncnc1N2 (stereo unspecified) | -11% | 1% | -4% | ? | -2% | 14% | -13%
CCOC(=O)C[n+]1c(C)sc2ccc(OC)cc21 | 130%[activator] | -3% | ? | . | 12% | -10% | 13%
O=C(O)c1ccc(N=N/C(=N\Nc2ccc(C(=O)O)cc2)c2ccccc2)cc1 | -10% | -13% | -17% | 34 | 9% | -25% | .
COc1ccc(CC(=O)OCc2cc3ccc(C)cc3[nH]c2=O)cc1 | -10% | -2% | -31% | 17 | 10% | 7% | 1%
Cc1cccc(OCC(O)Cn2c(=N)n(CCN3CCCCC3)c3ccccc32)c1 (stereo unspecified) | 16% | -9% | 0%&0% | -62*! | 7.1µM* | 14% | -4%
Cc1ccccc1-c1cccc([C@@H]2C[C@H]3[C@H](CON3C)CN2C(=O)CCc2ccccc2)c1 | . | . | 11% | 2 | -23% | -27% | .
CSC[C@H]1CN(Cc2ccccc2)C(=O)[C@@H]1CC(=O)Nc1ccc(Br)cc1 | . | . | 1% | -29 | . | 4% | .
Cc1cccc(C(=O)Nc2nnc(S(=O)(=O)N3CCOCC3)s2)c1 | 0% | 6%&19% | -7%&-1% | 74&17 | 8% | -7% | 0%
CCOC(=O)C1(Cc2ccccc2C)CCCN(C(=O)c2ccnn2C)C1 (stereo unspecified) | 81%[activator] | -7% | -4% | 15 | 8% | -2% | 1%
COC(=O)c1ccccc1S(=O)(=O)N1CCC(C(=O)NC2=NCCS2)CC1 | -10% | -6% | 5% | -24 | 23% | 24% | .
CCOc1ccc(NC(=O)c2cc3cc4ccc(OC)cc4nc3o2)cc1 | -15% | ? | -5% | -25 | -23% | -8% | 3%
CCc1ccc(NC(=O)CC2C(=O)N(c3cccc(OC)c3)C(=O)N2Cc2ccc(F)cc2)cc1 (stereo unspecified) | . | 16% | 0% | -18 | . | . | .
CCOCCCn1c(=N)c(C(N)=S)cc2c(=O)n3cccc(C)c3nc21 | 23% | -16% | -8% | -17 | ? | 7% | 0%
Cc1ccc(C)c(N2CCN(C(=O)c3cc(C)nc4c3c(C)nn4-c3ccccc3)CC2)c1 | . | 8% | -3% | 1 | . | . | .
CCOc1ccc(NC(=O)C2CCCN(c3c(CC)c(C)nc4ncnn34)C2)cc1 (stereo unspecified) | 9% | ? | 2% | 31 | 13µM* | 12% | 3%
COc1ccc(CCN(C)C2CCCN(C(=O)Cn3cnnn3)C2)cc1OC (stereo unspecified) | -4% | 8% | 0% | 16 | . | -5% | 3%
CC1CCN(C(=O)COC(=O)c2nn(C)c(=O)c3ccccc23)CC1 | -9% | 6% | 12% | 18 | 8% | 2% | 1%
Cc1ccc(CNS(=O)(=O)c2c(N)n(C)c(=O)n(C)c2=O)cc1 | -6% | -7% | -6% | 12 | 17% | 4% | -4%
CCc1nc2sc3c(c2c(=O)n1CCO)CCC3 | -5% | -3% | -5% | 17 | -4% | 0% | 1%
C=CCSc1nnc(-c2cccnc2)o1 | -6% | -7% | 1% | 49 | 21% | 2% | -4%
Oc1ccc(-c2nc3ccc(Cl)cn3c2Nc2ccc3c(c2)OCO3)cc1 | . | -3% | -5% | 13 | . | . | .
COc1cccc(C(C)(O)c2nc(-c3ccoc3)cs2)c1 (stereo unspecified) | . | . | -4% | 53 | . | 3% | .
CCOC(=O)c1c(SC)[nH]c2c(Cl)cccc2c1=O | -20% | -2% | -2% | -14 | 4% | -3% | 3%
SMILES | AmpC no deterg | AmpC detergent | Tb PYK inh | HCMV inh | HCV inhibitor | AMA1-RON2 inh | LmPK inhibitor
CC(C)N1C(=O)C2C(C(=O)NCc3ccccc3)C3C=CC2(O3)C1C(=O)NC(C)(C)C (stereo unspecified) | -18% | ? | 3% | 38 | 20% | 11% | -2%
Fc1ccccc1NC(=S)Nc1cccc2cnccc12 | -20% | -18% | -6% | 37 | ? | 6% | 3%
O=C(N/N=C/c1cccn1-c1ccc([N+](=O)[O-])cc1)C(O)c1ccccc1 (stereo unspecified) | -48% | 1% | -14% | ? | ? | -3% | -3%
CN(C)c1nc2n(c(=O)n1)CCO2 | 1% | ? | -7% | -28 | 7% | 0% | -4%
CCCCc1nc(SCC(=O)Nc2ccc(S(N)(=O)=O)cc2)n[nH]1 | -11% | 1%&8% | -8%&-11% | 28&-13 | 2% | -9% | -5%
COc1ccc(CN(C)C(=O)Cc2ccc(OC)c(S(=O)(=O)N3CCOCC3)c2)cc1OC | -5% | 5% | 1% | -19 | 6% | 91%[activator] | .
O=[N+]([O-])c1cccc2ccc(/C=C/c3cccc(Br)c3)nc12 | -12% | 0% | 16% | 8 | ? | -23% | 0%
C/C(=N/N1CCN(c2ccccn2)CC1)c1cccc([N+](=O)[O-])c1 | -17% | -7% | -1% | ? | 0% | -25% | -9%
Cn1c(CC(=O)Nc2ccc(F)cc2)nnc1SCC(=O)NC1CCCCC1 | 0% | -5% | -7% | 22 | 26% | -1% | -2%
CC(=O)Nc1ccc(S(=O)(=O)N2CCCC(C(=O)N3CCN(c4ccccc4)CC3)C2)cc1 (stereo unspecified) | 92%[activator] | 5% | 1% | -31 | . | -12% | -1%
O=C1OC(C(=O)Nc2ccc(Cl)c(C(F)(F)F)c2)Cc2ccccc21 (stereo unspecified) | . | -4% | -2% | 45 | . | . | .

Screening results from PubChem.
